Screens (PubChem)
hgDAF12 agonist – agonists of H. glycines DAF-12 nuclear receptor | AID 687014 | HEK293 GAL4-hgDAF12 UAS-luciferase reporter, agonist luminescence; normalized to butyrate control | activation, % at 6.8 µM | hit rate 1.8% among 370,000;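 active = activation above a cutoff set at the mean of all screened compounds plus 3 SD, cut at about 10% in these data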;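 also: 0% = DMSO wells and 100% = sodium butyrate wells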
DAX1 inh-1 – NR0B1 (DAX1) inhibition; HEK293 Gal4-DAX1 luciferase reporter, luminescence; inhibition, % at 6.75 µM; AID 504766; P51843; hit rate 0.99% among 340,000;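 active = inhibition above the mean over all tested compounds plus 3 SD, cut at about 4.2% in these data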;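 also: 0% = DAX1-transfected cells with DMSO and 100% = empty-vector control cells with DMSO; inhibition shows as a rise in luminescence from relieved DAX1 repression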
FXN GAA850 act – frataxin GAA850 promoter activation; HEK293 lucGAA850 FXN promoter luciferase reporter, 24 h; percent of 10 µM SAHA response; activation, % at 6 µM; hit rate 0.56% among 360,000;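 active = activation above the average of all compounds screened plus 3 SD, cutoff fixed separately per campaign, cut at about 7.5% in these data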;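 also: 0% = DMSO wells and 100% = 10 µM SAHA wells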
SMARCA2 activ – increases SMARCA2 function in MMTV reporter cells; MG213 cells, MMTV-luciferase reporter, dexamethasone, overnight; activation, % at 9.1 µM; hit rate 1% among 370,000; AID 652017; in the data active = activation above about 7.8%;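 also: 0% = vehicle wells and 100% = reference activator wells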
DAX1 inh-2 – inhibitors of DAX1 repression of SF-1 activated StAR promoter. HEK293T StAR-luciferase reporter, SF-1/DAX-1 repression relief. inhibition, % at 6.8 µM. hit rate 1.1% among 370,000. AID 652010;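 active = inhibition above the mean over all tested compounds plus 3 SD, cut at about 3.6% in these data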;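 also: 0% = DAX-1 cells with DMSO and 100% = cells lacking DAX-1 with DMSO; higher inhibition means more luminescence from relief of DAX-1 repression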
ADAM17 inh – inhibits human ADAM17; hit rate 0.83% among 370,000; inhibition, % at 6.95 µM; recombinant ADAM17, EDANS/DABCYL FRET peptide cleavage;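 active = inhibition above the mean of compounds lying between control limits plus 3 SD, set per campaign, cut at about 8.5% in these data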;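 also: 0% = DMSO-only wells as the low control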
NPR1 activator – GC-A (human) enzyme activation. P16066. HEK293 GC-A cells, cGMP TR-FRET, EC30 ANP; 0% at EC30 ANP, 100% saturating ANP. activation, % at 10 µM. hit rate 0.14% among 370,000; in the data active = activation above about 40%
Target sequence (P16066 whole entry, looked up): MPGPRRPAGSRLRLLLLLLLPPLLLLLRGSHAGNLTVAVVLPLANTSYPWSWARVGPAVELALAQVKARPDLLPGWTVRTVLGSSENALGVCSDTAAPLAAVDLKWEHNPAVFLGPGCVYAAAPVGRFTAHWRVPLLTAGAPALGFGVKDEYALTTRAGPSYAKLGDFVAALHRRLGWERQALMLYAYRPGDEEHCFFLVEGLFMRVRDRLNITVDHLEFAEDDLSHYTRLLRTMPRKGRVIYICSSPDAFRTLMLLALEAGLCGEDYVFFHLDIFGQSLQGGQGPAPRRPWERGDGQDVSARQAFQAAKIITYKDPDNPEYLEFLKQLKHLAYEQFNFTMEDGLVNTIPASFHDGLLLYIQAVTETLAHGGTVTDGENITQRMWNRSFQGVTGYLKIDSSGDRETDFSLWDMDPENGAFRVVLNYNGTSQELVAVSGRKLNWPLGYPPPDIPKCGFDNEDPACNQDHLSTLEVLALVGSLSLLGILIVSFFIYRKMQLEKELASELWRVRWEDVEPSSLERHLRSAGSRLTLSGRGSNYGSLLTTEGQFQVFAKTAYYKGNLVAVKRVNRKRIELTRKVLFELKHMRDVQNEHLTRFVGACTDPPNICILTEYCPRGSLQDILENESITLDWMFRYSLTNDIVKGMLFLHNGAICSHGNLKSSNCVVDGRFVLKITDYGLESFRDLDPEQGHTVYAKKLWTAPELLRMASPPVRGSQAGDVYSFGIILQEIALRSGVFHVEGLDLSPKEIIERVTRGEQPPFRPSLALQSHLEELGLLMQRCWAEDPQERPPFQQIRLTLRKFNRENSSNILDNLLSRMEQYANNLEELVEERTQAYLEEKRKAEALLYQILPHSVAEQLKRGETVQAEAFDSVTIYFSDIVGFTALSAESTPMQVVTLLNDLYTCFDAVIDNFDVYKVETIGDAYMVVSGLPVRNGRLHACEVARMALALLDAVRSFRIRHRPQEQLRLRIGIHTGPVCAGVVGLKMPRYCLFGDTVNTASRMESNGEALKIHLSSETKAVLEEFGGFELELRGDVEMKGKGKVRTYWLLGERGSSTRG
ssDAF12 agonist – activators of S. stercoralis DAF-12 nuclear receptor; HEK293 ssDAF-12/GRIP1 lit1-tk-luc reporter, luminescence; % of 3 µM dafachronic acid response; activation, % at 6.8 µM; hit rate 1% among 370,000; AID 652126;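 active = activation above the mean over all tested compounds plus 3 SD, cut at about 0.9% in these data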;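 also: 0% = DMSO-only wells and 100% = 3 µM delta7-dafachronic acid wells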
ADAM10 inh – inhibits human ADAM10; recombinant ADAM10, EDANS/DABCYL FRET peptide cleavage, 3 h; inhibition, % at 7 µM; hit rate 0.62% among 370,000;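 active = inhibition above a per-campaign cutoff equal to the mean of compounds falling between control-based bounds plus 3 SD, cut at about 20% in these data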;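 also: 0% = DMSO wells while the 100% control is not disclosed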
hcDAF12 agonist – H. contortus DAF-12 activation, primary screen | HEK293 hcDAF-12 lit1-tk-luc reporter, luminescence; 0% DMSO, 100% Δ7-dafachronic acid | activation, % at 6.8 µM | hit rate 1.4% among 370,000 | AID 652067;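 active = activation above the mean of all tested compounds plus 3 SD, cut at about 5.5% in these data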;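 also: 100% = response to 3 µM Δ7-dafachronic acid high control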
PG9 Ab binder – PG9 antibody binding by small molecule | TR-FRET gp120-PG9 antibody binding | inhibition, % at 6.7 µM | hit rate 0.43% among 360,000 | AID 624416; in the data active = inhibition above about 8.5%
Active calls of the source: *; x = not tested or not shown.

1) CC1Cc2nc(SCC(=O)Nc3nccs3)n(Cc3ccccc3)c(=O)c2S1 (stereo not given)
2) COC1(OC)C(/C=C/c2ccc(C)cc2)C(C#N)(C#N)C1(OC)OC (stereo not given)
3) CC(C)(C)c1ccc(-c2cn(C[C@H](Cc3ccccc3)n3c(=O)c4ccccc4n3Cc3ccco3)nn2)cc1
4) O=C1/C(=C\c2cccs2)N=C(c2cccs2)N1Nc1ccccc1
5) CC(c1ccc(Cl)cc1)N(CCN(C)C)c1ccccn1 (stereo not given)
6) O=C(CSc1nnc(NC2CCCCC2)s1)NC1CCS(=O)(=O)C1 (stereo not given)
7) O=C1C(Cl)=C(Nc2ccccc2O)C(=O)N1CCc1ccccc1
8) Cc1cc(=O)cc(C)n1-c1ccccc1N
Compound,1,2,3,4,5,6,7,8
hgDAF12 agonist,-0.5,-5.0,2.9,-1.4,3.1,-0.3,-1.4,-0.4
DAX1 inh-1,-0.8,-1.7,x,-1.2,x,-0.1,0.5,0.1
FXN GAA850 act,1.5,-2.6,x,0.7,x,1.3,2.6,0.1
SMARCA2 activ,-1,-2,-3,3,-3,1,1,0
DAX1 inh-2,1.2,-0.6,0.7,-0.4,-0.5,0.9,-0.1,-0.2
ADAM17 inh,2,-5,-6,2,-4,0,16*,-4
NPR1 activator,12,2,2,-1,-18,-2,0,7
ssDAF12 agonist,-1.5,-1.0,-1.4,-1.8,-1.3,-1.1,-0.2,-1.1
ADAM10 inh,-4,-9,-37,14,-12,1,33*,1
hcDAF12 agonist,-1.9,-1.8,-0.6,-2.6,0.5,-1.1,2.3,-1.5
PG9 Ab binder,-1.2,1.2,x,-1.7,-0.7,-1.0,1.1,-0.6

9) CN(C)CCOC(=O)C12CC3CC(CC(C3)C1)C2
10) Cc1nc(Nc2ccccc2)sc1-c1ccccc1
11) COc1cc(/C=N/NC(=S)NCc2ccccc2)ccc1OCC#N
12) CC(=O)c1ccc(NC(=O)c2ccc(C)c(S(=O)(=O)N3CCOCC3)c2)cc1
13) CC(=O)NC(Cc1ccccc1)C(=O)OCC(=O)c1ccc(Cl)cc1 (stereo not given)
14) CCn1c(SCC(=O)Nc2nccc(C)n2)nc2ccccc21
15) CCCn1c(N)c(N(CCOC)C(=O)c2cc3c(s2)CCC(CC)C3)c(=O)[nH]c1=O (stereo not given)
16) CC(C)C(=O)Nc1nnc(SCC(=O)NCc2ccc3c(c2)OCO3)s1
Compound,9,10,11,12,13,14,15,16
hgDAF12 agonist,0.0,21*,-1.3,0.9,-1.1,2.2,-1.3,-0.9
DAX1 inh-1,-0.7,3.2,1.3,-2.2,0.1,2.5,0.1,0.0
FXN GAA850 act,0.8,6.4,3.7,2.6,-0.3,-1.4,2.8,0.3
SMARCA2 activ,0,5,-1,-1,0,-3,-1,-1
DAX1 inh-2,-0.7,6.7*,-0.6,-0.9,-0.3,0.5,-1.1,-0.1
ADAM17 inh,-1,3,4,0,-3,-6,-6,-1
NPR1 activator,3,1,5,7,1,0,0,0
ssDAF12 agonist,-0.7,1.1*,-1.4,-1.1,-0.5,-1.3,-2.1,-1.8
ADAM10 inh,12,2,6,-6,10,-16,-9,-2
hcDAF12 agonist,-0.2,9.8*,0.3,-3.0,-2.1,0.3,-0.4,-2.0
PG9 Ab binder,0.1,-1.0,-1.5,-1.7,1.5,-0.6,-1.0,-2.1

17) CCCCC[C@H]1CN(Cc2ccccc2)C(=O)[C@@H]1CC(=O)NCc1ccccc1
18) CCCCN(C)c1c(N2CCC(C(=O)OCC)CC2)c(=O)c1=O
19) Cc1onc(-c2c(F)cccc2Cl)c1C(=O)OCC(=O)Nc1cccc(S(=O)(=O)N(C)C)c1
20) Cc1cccc(-n2c(C)nc3cc(C(=O)NCCN4CCOCC4)ccc32)c1
21) COc1cc(NC(=O)Cc2ccccc2)ccc1NC(=O)Cc1ccccc1
22) COc1ccc(C(=O)CSc2nnn(-c3cccc(NC(C)=O)c3)n2)cc1
23) CN(C)S(=O)(=O)c1cccc(NC(=O)CCc2nc3cc(S(=O)(=O)N4CCOCC4)ccc3n2C)c1
24) O=C1COc2ccc(C(=O)COC(=O)CNC(=O)c3ccccc3)cc2N1
Compound,17,18,19,20,21,22,23,24
hgDAF12 agonist,-1.6,0.5,-3.2,-0.4,0.5,0.1,0.3,5.5
DAX1 inh-1,-0.8,-0.6,-0.9,0.7,-1.1,x,-0.3,4.2
FXN GAA850 act,-1.6,2.9,-0.5,-1.6,0.1,2.2,0.1,1.8
SMARCA2 activ,0,-1,0,3,-3,2,-1,2
DAX1 inh-2,-0.8,0.5,-1.9,0.5,0.2,0.2,-0.3,-0.4
ADAM17 inh,1,-9,3,-2,-4,-1,-4,1
NPR1 activator,-4,3,-2,3,-4,0,5,5
ssDAF12 agonist,-1.9,-0.4,-2.0,-1.1,-2.1,-1.6,-0.6,-0.6
ADAM10 inh,9,-5,14,-3,3,-4,-6,-3
hcDAF12 agonist,-1.8,-0.8,-1.4,0.1,-0.2,0.8,0.2,1.3
PG9 Ab binder,0.9,1.2,-3.7,-1.6,-2.7,1.2,-3.0,-0.5

25) COC(=O)COc1ccc(S(=O)(=O)NCc2ccc3c(c2)OCO3)cc1
26) COc1ccc(OC)c(S(=O)(=O)NCC(=O)O)c1
27) Cc1cc(=O)n2c(C)n[nH]c2n1
28) O=C(CN1C2CCCC1CC(NC(=O)C1CCCCC1)C2)Nc1ccccc1 (stereo not given)
29) COc1cc(/C=N/NC(=O)c2cc(C34CC5CC(CC(C5)C3)C4)[nH]n2)ccc1O
30) O=C(C1CCCO1)N1CCN(C(=S)Nc2cccc(Cl)c2)CC1 (stereo not given)
31) COc1ccc(N(CC(=O)NCc2ccco2)C(=O)CCC(=O)Nc2ccccn2)cc1
32) Cc1cccc(NS(=O)(=O)c2ccc(C)c(C(=O)NNC(=O)c3csc(N4CCOCC4)n3)c2)c1
Compound,25,26,27,28,29,30,31,32
hgDAF12 agonist,8.1,0.4,-1.4,-1.5,-1.3,-0.1,0.3,-1.1
DAX1 inh-1,0.2,-0.8,-0.5,0.2,1.0,-0.5,-0.3,0.4
FXN GAA850 act,2.9,1.3,-0.3,1.2,-0.9,1.9,0.2,1.0
SMARCA2 activ,2,-2,2,4,0,-3,4,-3
DAX1 inh-2,0.5,1.1,0.0,-0.2,0.3,0.4,-0.1,-0.9
ADAM17 inh,-1,-9,-3,-1,5,2,-2,2
NPR1 activator,-5,4,4,0,-10,3,-3,-1
ssDAF12 agonist,0.4,-1.6,-0.8,-1.1,-0.9,-0.3,0.3,-0.6
ADAM10 inh,-3,-3,6,6,4,1,4,-3
hcDAF12 agonist,3.7,-0.8,0.3,-0.7,-0.3,-0.2,4.0,1.1
PG9 Ab binder,-1.7,0.1,-1.7,0.1,0.0,-2.5,-3.2,-0.7

33) O=C(NCC1CCCO1)c1ccccn1 (stereo not given)
34) COc1ccc(OCc2cc(C(=O)N(Cc3nccn3C)C(C)C)no2)c2ccccc12
35) COc1ccccc1N(C)S(=O)(=O)c1ccc(C(=O)Nc2nc(C)c(C(C)=O)s2)cc1
36) CC(=O)C1(O)CCC2C3CCC4CC(O)CCC4(C)C3C(=O)CC21C (stereo not given)
37) Cc1cc(NC(=O)C(C)Oc2ccc(Cl)cc2Cl)no1 (stereo not given)
38) Cc1ccccc1Nc1nnc(SCC(=O)NCc2cccs2)s1
39) O=C(COC(=O)C12CC3CC(CC(Br)(C3)C1)C2)Nc1cccnc1Cl
40) COC(=O)CSC1=C(C#N)C(c2ccc(C(C)C)cc2)CC(=O)N1 (stereo not given)
Compound,33,34,35,36,37,38,39,40
hgDAF12 agonist,0.0,6.8,0.7,-2.2,4.0,-3.6,-1.2,-2.4
DAX1 inh-1,-0.9,-0.3,-1.0,-1.5,1.2,-0.2,-0.4,0.7
FXN GAA850 act,1.6,3.1,1.4,0.0,0.7,3.0,0.3,-1.1
SMARCA2 activ,3,0,0,-4,0,-3,0,-3
DAX1 inh-2,0.0,-1.1,0.4,0.3,-0.1,-0.8,-0.1,0.0
ADAM17 inh,-3,-3,-5,-4,3,5,-3,-4
NPR1 activator,2,-2,-1,2,-1,0,-2,17
ssDAF12 agonist,-1.2,0.2,-1.6,-1.4,-0.5,-1.1,-1.3,-1.4
ADAM10 inh,2,-3,-15,-3,7,-3,2,-7
hcDAF12 agonist,0.7,7.3*,-1.1,-0.1,-1.6,-4.0,-0.6,-1.2
PG9 Ab binder,-0.9,1.4,40*,-1.3,-1.2,-1.6,0.2,-0.8

Five structures already listed, arranged by formula weight, lowest first:
37) Cc1cc(NC(=O)C(C)Oc2ccc(Cl)cc2Cl)no1 (stereo not given)
40) COC(=O)CSC1=C(C#N)C(c2ccc(C(C)C)cc2)CC(=O)N1 (stereo not given)
36) CC(=O)C1(O)CCC2C3CCC4CC(O)CCC4(C)C3C(=O)CC21C (stereo not given)
39) O=C(COC(=O)C12CC3CC(CC(Br)(C3)C1)C2)Nc1cccnc1Cl
35) COc1ccccc1N(C)S(=O)(=O)c1ccc(C(=O)Nc2nc(C)c(C(C)=O)s2)cc1
Compound,37,40,36,39,35
hgDAF12 agonist,4.0,-2.4,-2.2,-1.2,0.7
DAX1 inh-1,1.2,0.7,-1.5,-0.4,-1.0
FXN GAA850 act,0.7,-1.1,0.0,0.3,1.4
SMARCA2 activ,0,-3,-4,0,0
DAX1 inh-2,-0.1,0.0,0.3,-0.1,0.4
ADAM17 inh,3,-4,-4,-3,-5
NPR1 activator,-1,17,2,-2,-1
ssDAF12 agonist,-0.5,-1.4,-1.4,-1.3,-1.6
ADAM10 inh,7,-7,-3,2,-15
hcDAF12 agonist,-1.6,-1.2,-0.1,-0.6,-1.1
PG9 Ab binder,-1.2,-0.8,-1.3,0.2,40*

Additional results follow:
41) COc1ccc(NS(=O)(=O)c2ccc(C)c(C(=O)NCCCn3ccnc3)c2)cc1
42) COc1ccc(C(=O)NCC(=O)OCC(=O)Nc2cc([N+](=O)[O-])ccc2F)cc1
43) O=C(c1ccc(S(=O)(=O)N2CCOCC2)cc1)N1CCN(C2=NS(=O)(=O)c3ccccc32)CC1
44) O=C(Cc1ccccc1)NCC(=O)N/N=C/c1ccc(Cl)cc1
45) O=C(COC(=O)C1CC(=O)N(c2ccc3c(c2)OCCO3)C1)Nc1ccc2c(c1)CCC2 (stereo not given)
46) O=C(CCc1nnc(CCCCc2ccccc2)o1)N1CCCCC1CCO (stereo not given)
Compound,41,42,43,44,45,46
hgDAF12 agonist,-3.5,-1.9,0.6,0.2,-6.6,1.4
DAX1 inh-1,1.1,-0.1,2.7,1.5,-0.7,0.5
FXN GAA850 act,-0.5,1.0,-1.3,1.1,-6.2,0.7
SMARCA2 activ,-2,0,-1,-1,-3,-3
DAX1 inh-2,-0.1,0.2,0.0,0.6,-1.6,-0.5
ADAM17 inh,-5,0,-2,1,4,-8
NPR1 activator,-2,-6,0,-4,2,-5
ssDAF12 agonist,0.0,-1.6,-0.6,-1.4,-1.5,-1.7
ADAM10 inh,-1,6,2,-3,6,-6
hcDAF12 agonist,-0.3,1.3,1.0,-0.7,-1.9,-1.5
PG9 Ab binder,0.1,0.7,-3.2,0.0,-1.9,-0.6
